High-throughput results as filed in PubChem.
INS-1E GSIS act – GLuc luminescence reporter in INS-1E cells, primary screen for activators of glucose-dependent secretion of insulin; INS-1E GLuc reporter insulin secretion, 2-3 h; activation, % at 16.6 µM; actives 0.61% (n = 370,000); AID 743287;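 active means lowest replicate activation of at least 40%, so every replicate reaches that level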;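 further: 0% = median of neutral control wells and 100% = median of IBMX positive control wells; some compounds called inactive have numbers as strong as hits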
F508del corr – CFTR F508del correction in bronchial cells; CFBE cells, YFP halide quenching; stimulated with forskolin plus potentiator P3; % fluorescence drop versus neutral controls; activity (quench increase), % at 7.58 µM; actives 0.36% (n = 350,000); AID 720511;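 active means mean added fluorescence quench of at least 8% versus neutral control, with both replicates also reaching 8%; inconclusive means only one of the mean or replicate conditions met; inactive means mean below 8% and not both replicates reaching 8%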;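 further: cells transiently co-express mutant CFTR-F508del with the halide-sensitive YFP; corrector assay measuring rescue of mutant channel to the surface after 24 h compound exposure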
XiGFP reactiv – activators of X-chromosome reactivation in mouse fibroblasts | XiGFP mouse fibroblasts, % GFP-positive cells imaging, 3 d; cells co-treated with 5-aza-dC sensitizer; scaled so ellipticine positive control = 100% | activation, % at 7.58 µM | actives 0.055% (n = 360,000);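 active means mean normalized replicate activation at least 10% and every replicate at or above 10%; inconclusive means only one of the two criteria met; inactive means mean below 10% and not all replicates reach 10%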;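 further: 0% = median of on-plate neutral control wells and 100% = ellipticine 6 µM median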
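material = 68-5-11 XiGFP fibroblast line | medium = DMEM plus 5-aza-dC sensitizer | schedule = 3 days compound exposure | benchmarks = positive control ellipticine, 6 µM final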
ERp5 inh – inhibitors of human ERp5; Q15084; ERp5 insulin aggregation, absorbance 650 nm, 90 min; inhibition, % at 9.99 µM; actives 0.05% (n = 350,000);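 active means mean replicate inhibition above about 25%, with every replicate also reaching it, limit read from the data, passing the limit was not always enough; inconclusive means only one of those two criteria met; inactive means neither criterion met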
Target sequence (Q15084 whole entry, looked up): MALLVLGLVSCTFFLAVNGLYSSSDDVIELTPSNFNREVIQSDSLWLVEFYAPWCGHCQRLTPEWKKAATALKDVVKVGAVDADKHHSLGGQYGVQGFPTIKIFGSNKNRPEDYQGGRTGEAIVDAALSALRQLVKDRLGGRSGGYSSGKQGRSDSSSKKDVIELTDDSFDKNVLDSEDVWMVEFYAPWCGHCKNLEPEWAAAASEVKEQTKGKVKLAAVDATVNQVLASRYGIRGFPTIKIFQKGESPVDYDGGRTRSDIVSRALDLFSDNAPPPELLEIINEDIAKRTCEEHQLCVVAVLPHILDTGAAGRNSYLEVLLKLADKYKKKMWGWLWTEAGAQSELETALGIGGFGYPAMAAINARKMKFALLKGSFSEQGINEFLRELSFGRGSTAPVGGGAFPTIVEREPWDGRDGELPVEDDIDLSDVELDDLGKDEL
EWS-Fli block – EWS/Fli transcriptional activity inhibition; A673 NR0B1-luciferase reporter, viability-normalised; inhibition, % at 12.6 µM; actives 0.67% (n = 350,000); AID 651661;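 active means mean inhibition of at least 50% after viability correction, with every replicate also passing that limit; inconclusive means mean reaches 50% but only one of two replicates passes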;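 further: firefly luciferase signal divided by Alamar Blue viability fluorescence both relative to DMSO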
ARNT TACC3 PPI – disrupts binding between human ARNT and TACC3; Q9Y6A5; AlphaScreen His-ARNT PAS-B/GST-TACC3 binding, luminescence; TACC3 fragment carries E629A point mutation; inhibition, % at 9.99 µM; actives 0.66% (n = 390,000); AID 623870;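 active means mean inhibition of replicates at least 50% and at least half of replicates each reaching 50%; inconclusive means half or more replicates reach 50% but mean below 50%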;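 further: 0% = complete ARNT plus TACC3 wells and 100% = ARNT alone without TACC3; many hits fall short of the cut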
PAX8 reporter – inhibitors of PAX8 transcriptional activity in RMG-I cells; RMG-I TPO-luciferase reporter, SteadyGlo, 24 h; AID 652154; actives 1.2% (n = 360,000); inhibition, % at 12.6 µM;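 active means mean replicate inhibition at least 60% with every replicate also reaching 60%; inconclusive means only one of the two criteria is met; inactive means mean below 60% and not all replicates reaching 60%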;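 further: luciferase light reporting Pax8 driven TPO promoter activity; plate controls were median of neutral control wells for no effect and mitoxantrone controls for full effect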
DENV2 CPE rescue – inhibitors of DENV2 cytopathic effect; DENV2-infected cells, cytopathic effect rescue, plate reader; CPE inhibition, % at 9.99 µM; actives 1.7% (n = 350,000); AID 651640; in the data active means CPE inhibition above about 20%, passing the limit was not always enough; inconclusive means no clear call, values can overlap the other calls; tested in BHK-21 cells;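 further: 0% = median of neutral control wells and 100% = median of positive control wells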
Starred values were filed as active, the others as inactive; u = inconclusive; x = not tested or not shown.

The opening 2 entries, to show the layout:
molecule | INS-1E GSIS act | F508del corr | XiGFP reactiv | ERp5 inh | EWS-Fli block | ARNT TACC3 PPI | PAX8 reporter | DENV2 CPE rescue
CCc1nnc(NC(=O)C2CCN(C(=O)c3ccco3)CC2)s1 | 3 | -1.2 | 0.3 | 3 | 9 | x | -6 | -8
Cc1ccc(CN2C(=O)CSC(C)C2=O)cc1 (stereo not drawn) | 19 | -0.2 | -0.1 | 3 | -1 | -43 | 14 | -6

Main list, previewed entries included:
molecule | INS-1E GSIS act | F508del corr | XiGFP reactiv | ERp5 inh | EWS-Fli block | ARNT TACC3 PPI | PAX8 reporter | DENV2 CPE rescue
CCc1nnc(NC(=O)C2CCN(C(=O)c3ccco3)CC2)s1 | 3 | -1.2 | 0.3 | 3 | 9 | x | -6 | -8
Cc1ccc(CN2C(=O)CSC(C)C2=O)cc1 (stereo not drawn) | 19 | -0.2 | -0.1 | 3 | -1 | -43 | 14 | -6
c1ccc(OCCNc2nc(NCC3CC3)nc3cc(-c4ccccc4)sc23)cc1 | 1 | 0.5 | 0.0 | -3 | 3 | x | 54 | 0
CC(OC(=O)/C(C#N)=C/c1ccc(N(C)C)cc1)C(=O)N(C)Cc1ccccc1 (stereo not drawn) | 16 | -0.7 | 0.0 | 2 | x | 1 | -14 | 13
O=C(NCCN1CCC(n2c(=O)[nH]c3ccccc32)CC1)c1cccs1 | 7 | -7.5 | 0.0 | -2 | 6 | x | -4 | 5
Cc1cc(C)nc(SCC(=O)N2CCc3ccccc32)n1 | 11 | 1.0 | 0.3 | 13 | x | -35 | -95 | 3
CC1(C)CC(=O)c2cn3ncnc3nc2C1 | 5 | 1.7 | x | 2 | 4 | -20 | x | x
COc1ccc(C#Cc2ccc([C@H]3[C@H]4CN(C(=O)C5CCOCC5)CC(=O)N4[C@H]3CO)cc2)cc1 | 6 | 2.5 | 0.0 | -4 | -5 | x | -24 | -13
CC(=O)c1ccc(Cc2ccccc2)cc1 | -10 | 2.5 | -0.2 | -1 | 13 | x | -2 | -8
C[C@@H]1CN([C@@H](C)CO)S(=O)(=O)c2ccc(C3=CCCCC3)cc2O[C@H]1CN(C)C(=O)CN(C)C | 5 | -0.2 | 0.1 | 1 | 5 | -13 | x | 0
COc1cccc(NC(=O)COc2coc(CN3CCN(c4ccccc4)CC3)cc2=O)c1 | -9 | -2.1 | 0.5 | -3 | 6 | 0 | 5 | -10
O=C(COc1cccc([N+](=O)[O-])c1)N/N=C/c1ccco1 | -12 | -3.4 | 0.0 | 2 | -3 | 2 | 9 | -4
Cc1ccc(N=Cc2cc(Br)cc(Cl)c2O)cc1 | 12 | x | 0.0 | 0 | -9 | -7 | 7 | -7
Cc1c(-c2ccccc2)sc2nc[nH]c(=S)c12 | 12 | 0.7 | 0.0 | 1 | -1 | -2 | -19 | 0
CCN1C(=O)/C(=C2\Sc3ccccc3N2CC)OC1=S | -5 | 4.3 | 0.0 | -3 | 5 | 13 | -16 | -4
CCc1noc(C)c1C(=O)Nc1ccc(F)c(F)c1 | 0 | 2.4 | -0.1 | -2 | -5 | -7 | -5 | -1
Cc1ccc(S(=O)(=O)N2CCC(C(=O)N3CCCC(C(F)(F)F)C3)CC2)cc1C (stereo not drawn) | -14 | -4.9 | -0.1 | -4 | 6 | -6 | 4 | -1
CC(=O)O[C@@H](Cc1ccc(O)cc1)C(=O)CC(C)C | 11 | 2.4 | -0.1 | -4 | 5 | x | -32 | -6
COc1ccccc1CN1C[C@@H](C)[C@@H](OC)CN(C)C(=O)c2ccc(NC(C)=O)cc2OC[C@H]1C | -8 | 3.1 | -0.5 | -3 | 0 | -13 | -4 | -11
Cc1ccc(N(CC#N)C(=O)CS(=O)(=O)c2cccc([N+](=O)[O-])c2)cc1 | 0 | 0.0 | -0.1 | -1 | 17 | 1 | -20 | u
Cc1cc(C)c(NC(=O)COC(=O)Cn2nc(-c3ccccc3)oc2=O)c(C)c1 | 18 | -2.9 | 0.0 | -1 | 3 | x | -6 | -3
Cc1ccccc1C(=O)Nc1ccccc1N1CCN(C(=O)c2ccccc2)CC1 | -5 | 0.5 | -0.1 | 1 | 13 | x | 22 | 4
COc1ccccc1-c1cnc2c(c1)C(=O)N([C@H](C)CO)C[C@@H](C)[C@H](CN(C)C(=O)c1cccnc1)O2 | -9 | -2.0 | 0.0 | x | 2 | x | -6 | x
COCCN(Cc1cc2cc(C)ccc2[nH]c1=O)S(=O)(=O)c1ccc(Cl)cc1 | -15 | 0.7 | 0.2 | 0 | x | 3 | 29 | 2
O=C1N[C@@H](Cc2cn(S(=O)(=O)c3ccccc3)c3ccccc23)C(=O)N[C@H]1Cc1ccccc1 | -6 | 0.9 | 0.0 | 11 | 23 | -1 | 3 | 3
CCOC(=O)C1=C(COC(=O)CCOc2ccccc2)NC(=O)NC1C (stereo not drawn) | 17 | 0.1 | 0.2 | 3 | -1 | -7 | -15 | 2
COc1ccc(S(=O)(=O)N(C)C[C@H]2Oc3ccc(NC(=O)CCCN(C)C)cc3CC(=O)N([C@@H](C)CO)C[C@H]2C)cc1 | 4 | 0.9 | 0.0 | 2 | -13 | x | -18 | x
Cn1c(C(=O)N2CCCC(C(=O)NCc3ccc4c(c3)OCO4)C2)cc2sccc21 (stereo not drawn) | x | 1.9 | 0.4 | -5 | -3 | -1 | -3 | -4
C=C(C)c1cc2c(ccc3ccc(=O)oc32)o1 | x | -1.0 | x | -4 | -7 | 1 | x | u
COCCOC(=O)c1c(C)oc2ccc(OC(=O)c3ccco3)cc12 | -4 | -1.4 | 0.2 | 6 | -4 | -5 | -47 | 1
CCOC(=O)C1CCCN(C(=O)c2cccs2)CC1 (stereo not drawn) | x | 2.5 | -0.1 | 5 | -5 | x | -2 | 2
COC(=O)CCC(=O)NC1CC(C)(C)Cc2c1cnn2-c1ccccc1 (stereo not drawn) | -1 | -1.2 | 0.1 | 2 | 2 | -1 | 9 | -2
COc1ccc(C#Cc2ccc3c(c2)[C@]2(C(=O)N3)[C@H](C(=O)Nc3nc4ccccc4s3)[C@H]3C(=O)O[C@H](c4ccccc4)[C@H](c4ccccc4)N3[C@@H]2c2ccccc2OCCO)cc1 | x | 2.9 | x | 2 | 12 | 17 | x | 9
CN(CC(O)CN)CC(O)CN1CCCCC1 (stereo not drawn) | -7 | -3.4 | x | 0 | 19 | -24 | x | 1
CC1CCc2c(sc3ncn(N)c(=N)c23)C1 (stereo not drawn) | 32 | -2.7 | 0.1 | -1 | 7 | 15 | -19 | -1
O=C(CNC(=O)[C@@H]1Cc2ccccc2CN1)NC1CCCCC1 | 15 | -0.3 | 0.0 | 7 | 1 | -1 | 8 | -2
CCCCn1c(N)c(N(CC(C)C)C(=O)c2ccncc2)c(=O)[nH]c1=O | 12 | 1.3 | -0.2 | 0 | -7 | -1 | x | 4
CCCn1c(=O)c2ccccc2n2c(=S)[nH]nc12 | 2 | -1.0 | -0.1 | 1 | 13 | 1 | -2 | 16
COc1cc(-c2nnc(SCC(=O)N(C)C3CCS(=O)(=O)C3)o2)cc(OC)c1OC (stereo not drawn) | -8 | 2.3 | 0.0 | -5 | 4 | 4 | 6 | -3
O=C(Nc1ccccc1C(=O)Nc1nccs1)c1ccccc1 | x | 1.2 | 0.0 | 3 | -8 | x | -4 | -7
Cc1cccc(S(=O)(=O)N(C)C[C@@H]2OCc3ccccc3-c3c(n(C)c4ccccc34)C(=O)N([C@@H](C)CO)C[C@H]2C)c1 | -17 | -4.9 | 0.0 | -1 | 11 | 1 | x | 15
CCOC(=O)[C@]12CCCC=C1N(Cc1ccccc1)C(=O)[C@H](CC(=O)NCc1cccc3ccccc13)C2 | -35 | 6.2 | -0.1 | -3 | 1 | x | 5 | 2
COc1ccc(OC)c(NC(=O)c2cc(-c3ccc(F)cc3OC(C)C)n[nH]2)c1 | 1 | 0.8 | 0.1 | 6 | 8 | x | 30 | 6
CCOc1ccc(CCNC(=O)Cn2nc(C)c3c(C)n(-c4ccccc4)nc3c2=O)cc1OCC | -35 | -1.9 | 0.0 | -17 | 1 | -2 | 26 | -2
CC(C)c1cc(C(=O)Nc2cc(Br)ccc2O)no1 | 1 | -0.4 | x | -3 | 5 | -4 | x | -3
CCc1oc(-c2ccc(OC)cc2)c(C(=O)OCCCCCO)c1C(C)OCCO (stereo not drawn) | 5 | 0.2 | 0.1 | 1 | -2 | x | 7 | 2
NC(=O)CSc1nc2ccc([N+](=O)[O-])cc2[nH]1 | 0 | 0.7 | 0.0 | -1 | 6 | -1 | 18 | 1
Cn1cc([N+](=O)[O-])c(C(=O)NNC(=O)c2ccc([N+](=O)[O-])cc2Cl)n1 | 5 | 3.4 | -0.5 | 1 | 10 | 8 | 10 | x
C[C@@H]1CN([C@H](C)CO)S(=O)(=O)c2ccc(C#Cc3ccccc3)cc2O[C@@H]1CN(C)C(=O)c1ccccn1 | -12 | -5.5 | -0.7 | -5 | 4 | -5 | 0 | 42*
COCC(=O)N(C)C[C@H]1Oc2cc(-c3ccccc3)ccc2S(=O)(=O)N([C@@H](C)CO)C[C@H]1C | 18 | 1.1 | -0.2 | -1 | -2 | 5 | -8 | -3
COc1ccc(S(=O)(=O)N2CCC(C(=O)NCCC(=O)NCc3cccnc3)CC2)cc1 | 2 | -2.9 | 0.0 | 0 | -8 | x | -11 | 75*
CCc1cc(=O)oc2cc(C)cc(OC(C)C(=O)NCCN3CCOCC3)c12 (stereo not drawn) | 9 | -1.2 | -0.1 | 3 | x | -6 | 20 | 8
CC(CC(=O)N1CCN(S(=O)(=O)c2ccc(Cl)cc2)CC1)n1cncn1 (stereo not drawn) | -10 | 1.2 | 0.0 | -3 | -1 | -2 | -21 | -1
CCOCCCN(C(=O)CNC(=O)c1ccco1)C(C(=O)NC1CCCC1)c1cccc(OC)c1 (stereo not drawn) | 3 | 0.3 | 0.2 | 1 | 1 | -9 | -3 | -7
COc1ccccc1NC(=O)N[C@@H]1C=C[C@@H](CC(=O)N[C@@H](C)c2ccccc2)O[C@@H]1CO | -2 | 3.5 | 0.0 | 0 | 1 | -7 | 1 | -3
CCCC(=O)Nc1ccc2c(c1)C(=O)N(C)C[C@@H](OC)[C@@H](C)CN(CC1CCOCC1)[C@@H](C)CO2 | 11 | 1.1 | 0.2 | x | -6 | x | x | x
C[C@H]1CN([C@@H](C)CO)C(=O)Cc2cc(NC(=O)CCC(F)(F)F)ccc2O[C@H]1CN(C)Cc1ccc(C(=O)Nc2ccccc2N)cc1 | 13 | 5.0 | -0.8 | 1 | 53* | 5 | 46 | -10
CCCC(=O)Nc1ccc2c(c1)C(=O)N(C)C[C@@H](OC)[C@H](C)CN(CCC(F)(F)F)[C@@H](C)CO2 | -2 | 2.4 | -0.5 | x | -8 | -8 | -8 | x
COc1ccc(N(CC(=O)NC(C)(C)C)C(=O)CCC(=O)Nc2nccs2)c(OC)c1 | -16 | 3.5 | 0.1 | -4 | 4 | 0 | 4 | -5
Cc1sc(NC(=O)CCS(=O)(=O)c2ccccc2)c(C#N)c1C | -5 | -2.0 | 0.1 | -1 | 16 | 2 | 46 | -9
